Compound activity from PubChem BioAssay.
ALDH1A1 inh – qHTS Assay for Inhibitors of Aldehyde Dehydrogenase 1 (ALDH1A1); Aldehyde dehydrogenase 1A1 (Homo sapiens), P00352; Purified ALDH1A1, NADH fluorescence, propionaldehyde substrate; Potency, µM (titrated, usually from 75.3 µM), without a hit: at the highest dose activity, negative = inhibition, usual class: inhibitors; actives 7.3% (n = 220,000); active means well fitted inhibition curve with a large enough effect, not every such curve was filed as active; inconclusive means small, poorly fitted or top-dose-only effect, or another doubt; inactive means no such curve, though single readings can be large or run the other way;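 further: plate controls were no enzyme wells and a reference inhibitor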
Target sequence (P00352 whole entry, looked up): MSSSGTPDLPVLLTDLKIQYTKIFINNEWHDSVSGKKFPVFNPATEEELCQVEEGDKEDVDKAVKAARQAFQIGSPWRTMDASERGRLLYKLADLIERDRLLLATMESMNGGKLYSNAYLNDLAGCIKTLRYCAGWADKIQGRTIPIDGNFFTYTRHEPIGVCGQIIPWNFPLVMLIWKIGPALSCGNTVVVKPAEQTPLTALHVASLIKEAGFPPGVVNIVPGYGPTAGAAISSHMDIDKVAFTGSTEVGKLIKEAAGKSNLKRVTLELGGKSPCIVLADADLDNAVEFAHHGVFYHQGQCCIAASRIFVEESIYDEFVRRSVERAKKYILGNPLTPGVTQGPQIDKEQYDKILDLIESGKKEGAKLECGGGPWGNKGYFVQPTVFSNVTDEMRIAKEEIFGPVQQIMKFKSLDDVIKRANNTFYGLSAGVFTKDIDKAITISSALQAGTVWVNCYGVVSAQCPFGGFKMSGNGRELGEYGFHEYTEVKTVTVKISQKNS
L3MBTL1 inh – qHTS Assay for the Inhibitors of L3MBTL1; Potency, µM (titrated, usually from 57.1 µM), for the others: at the top dose activity, negative = inhibition, hits mostly inhibitors; AID 485360, 2010; actives 0.66% (n = 230,000); AlphaScreen L3MBTL1–H3K9me1 peptide binding; Lethal(3)malignant brain tumor-like protein 1 (Homo sapiens), Q9Y468; further: nearly all actives have a fitted effect of over 60% in size
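First, the protein-peptide complex forms for 30 min at room temperature (L3MBTL1 50 nM, biotinylated H3K9me1 peptide 75 nM). Next, compounds are pin-transferred and incubated 30 min. Finally, AlphaScreen beads are added and read after 30 min.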
TRb SRC2 PPI – qHTS for Inhibitors of the Interaction of Thyroid Hormone Receptor and Steroid Receptor Coregulator 2 | Thyroid hormone receptor beta (Homo sapiens), P10828 | TRbeta-SRC2 peptide binding, fluorescence polarization; receptor liganded with 1 µM T3 | Potency, µM (top dose mostly 106 µM), inactives show at the top dose activity change, negative = inhibition, actives largely listed as inhibitors | actives 0.065% (n = 280,000) | AID 1469, 2008;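 further: plate controls were bound peptide for no effect and peptide without receptor for full effect; nearly all actives have a fitted effect of over 50% in size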
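Compounds were added to 0.6 uM TRb ligand-binding domain and 20 nM Texas Red-labeled SRC2 peptide in Tris buffer containing 1 uM T3, incubated 5 hr at ambient temperature, then read by fluorescence polarization.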
Tau fluor cs – Counterscreen qHTS for Inhibitors of Tau Fibril Formation, Fluorescence Polarization. tau K18 P301L Alexa594 fluorescence, heparin fibrillization. Potency, µM (top dose mostly 57.7 µM), without a hit: top-dose activity change, negative = decrease. actives 0.93% (n = 280,000). AID 1463, 2008; further: nearly all actives have a fitted effect of over 55% in size
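Human K18 P301L tau (15 uM unlabeled plus 0.24 uM Alexa 594-labeled, final) in 100 mM sodium acetate pH 7 was mixed with compound and 20 uM heparin and incubated 6 hr at 37 C.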
Tau fibril ThT – qHTS for Inhibitors of Tau Fibril Formation, Thioflavin T Binding; Potency, µM (series often up to 57.4 µM), without a hit: at the highest dose activity, negative = inhibition, hits mostly inhibitors; AID 1460, 2008; actives 2.1% (n = 270,000); Microtubule-associated protein tau (Homo sapiens), P10636; recombinant tau K18 P301L (four-repeat tau fragment), heparin-induced fibrillization, ThT fluorescence; further: nearly all actives have a fitted effect of over 55% in size
Target sequence (P10636 561-689 P618L limits assumed): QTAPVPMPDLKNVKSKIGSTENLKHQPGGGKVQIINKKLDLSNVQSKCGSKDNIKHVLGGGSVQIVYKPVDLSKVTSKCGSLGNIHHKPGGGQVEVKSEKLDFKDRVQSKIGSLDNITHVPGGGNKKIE
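Aggregation was driven by heparin (20 uM final) acting on recombinant tau […] bearing P301L in 100 mM sodium acetate pH 7; fibrils were detected with Thioflavin T.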
GLA spleen mod – qHTS Assay for Inhibitors and Activators of Human alpha-Galactosidase From Spleen Homogenate | Potency, µM (titrated, usually from 80 µM), without a hit: top-dose activity change, negative = inhibition, hits mostly inhibitors | Alpha-galactosidase A (Homo sapiens), P06280 | AID 2107, 2009 | actives 0.008% (n = 240,000) | human spleen homogenate, 4MU-alpha-Gal fluorescence, 40 min;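 further: 0% = enzyme with vehicle and -100% = no enzyme basal signal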
Target sequence (P06280 32-429 limits assumed): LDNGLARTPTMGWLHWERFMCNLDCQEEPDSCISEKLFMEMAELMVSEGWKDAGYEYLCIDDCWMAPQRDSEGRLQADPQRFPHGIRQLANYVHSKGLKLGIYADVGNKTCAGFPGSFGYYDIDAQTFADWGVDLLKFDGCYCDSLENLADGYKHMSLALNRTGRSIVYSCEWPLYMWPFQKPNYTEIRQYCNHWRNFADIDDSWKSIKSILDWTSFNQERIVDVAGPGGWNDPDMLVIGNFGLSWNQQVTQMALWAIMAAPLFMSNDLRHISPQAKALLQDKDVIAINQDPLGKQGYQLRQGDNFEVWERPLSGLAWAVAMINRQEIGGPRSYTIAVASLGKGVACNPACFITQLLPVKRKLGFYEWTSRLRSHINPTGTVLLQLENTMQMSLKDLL
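Fluorogenic readout (Ex 365/Em 440 nm) of 4-methylumbelliferone released from 1 mM 4-MU-alpha-galactoside by spleen homogenate, 40 min at 37C, pH 5.0. Data normalized to no-enzyme and enzyme controls; Hill-equation AC50 from compound titrations.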
Tau FP inhib – qHTS for Inhibitors of Tau Fibril Formation, Fluorescence Polarization; actives 0.39% (n = 280,000); Microtubule-associated protein tau (Homo sapiens), P10636; K18 P301L tau heparin fibrillization, Alexa594 FP, 6 h; Potency, µM (series often up to 57.7 µM), for inactives: at the top dose activity, negative = inhibition, usual class: inhibitors; AID 1468, 2008; further: nearly all actives have a fitted effect of over 55% in size
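Recombinant K18 P301L […], labeled with Alexa 594 at 0.24 uM over 15 uM unlabeled; heparin inducer 20 uM final; 37 C, 6 hr; FP endpoint.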
TexasRed fluor – Total Fluorescence Counterscreen for Inhibitors of the Interaction of Thyroid Hormone Receptor and Steroid Receptor Coregulator 2. TRb/SRC2 Texas Red total fluorescence interference. Potency, µM (titrated, usually from 106 µM), without a hit: top-dose fluorescence change, negative = quenching. actives 0.29% (n = 280,000). AID 1479, 2009; active means well fitted curve in either direction with a large enough effect; inconclusive means small, poorly fitted or top-dose-only effect
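Human TRβ ligand-binding domain (0.6 uM) and Texas Red SRC2 peptide (20 nM) in Tris buffer with 1 uM T3 and 5% DMSO were incubated with pinned compound for 5 hr at ambient temperature. Total fluorescence was computed as S + 2P (555/632 nm).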
Active calls of the source: *; ? = inconclusive; · = not tested or not shown; & = joins results of further samples; [ ] = dose if it differs, or a comment. Unless noted, the call rests on the fitted dose curve; in most records, active means well fitted curve in the direction sought with a large enough effect; inconclusive means small, poorly fitted or top-dose-only effect, or another doubt; inactive means no such curve, though single readings can be large; an effect the other way counts as inactive or inconclusive. Unless noted, on the % scale 0 is the no-effect control and ±100 the full control effect; potency means the concentration at half of the fitted maximal effect.

SMILES	ALDH1A1 inh	L3MBTL1 inh	TRb SRC2 PPI	Tau fluor cs	Tau fibril ThT	GLA spleen mod	Tau FP inhib	TexasRed fluor
Cc1cc(NC(=O)C2C3C(=O)N(CC4CCCO4)C(C(=O)NC(C)(C)C)C34C=CC2(C)O4)no1 (centres undefined)	14%	8%	-2%	-12%	-8%	4%	-1%	-2%
CC(OC(=O)CCCc1nc2ccccc2s1)C(N)=O (centres undefined)	4%	·	-5%	-5%	-9%	7%	5%	-3%
O=C(O)C1C2CCC(O2)C1C(=O)NCCC1=CCCCC1 (centres undefined)	?	-5%	-3%	3%	-4%	2%	2%	0%
CC(=O)N1CCC2(CC1)OC(=O)C(C)=C2C(=O)NCc1ccc(Cl)cc1	·	·	4%	2%	7%	·	-1%	-9%
COc1ccc(N2C(=O)C(Cl)=C(N(CCO)Cc3ccccc3)C2=O)cc1	-8%	-6%	5%	?	?	-7%	?	-2%
Clc1ccc(-n2nnnc2-c2cnc3ccc(Cl)cc3c2-c2ccccc2)cc1	·	-10%	1%	4%	-2%	-10%	5%	-3%
O=C(CSc1nnnn1-c1ccc(O)cc1)c1cc2ccccc2o1	·	·	0%	?	·	12%	?	-2%
CC1=Nc2ccccc2/C1=C/c1sc(=O)n(CC(=O)N2CCCC2)c1O	15%	-3%	-3%	?	-20%	-10%	13%	-1%
Cc1ccc(S(=O)(=O)N2C(=O)C(C)SC2=Nc2ccccc2)cc1 (centres undefined)	?	1%	1%	-1%	-5%	14%	-5%	0%
COc1cccc(CN2C[C@]34C=C[C@@H](C[C@@H]3S2(=O)=O)O4)c1	·	·	0%	7%	7%	1%	-7%	-2%
COc1ccc(/C(O)=C2/C(=O)C(=O)N(c3ncccn3)C2c2ccc(F)cc2)cc1 (centres undefined)	·	-2%	-15%	1%	1%	-4%	1%	-1%
COC(=O)c1cc(NC(=O)Cc2ccc(OC)c(OC)c2)cc(C(=O)OC)c1	-3%	2%	-5%	-23%	-14%	4%	-1%	-4%
CCc1ccccc1Nc1nn2c(=O)c3ccc(C(=O)NCCCOC(C)C)cc3nc2s1	·	8%	8%	-4%	?	·	-13%	-7%
Cc1cc(C(F)F)nn1CC(=O)NCc1ccc(Cl)cc1Cl	3%	7%	9%	-2%	0%	7%	-1%	1%
COc1ccc(S(=O)(=O)Nc2ccc3cn[nH]c3c2)cc1C	-5%	·	6%	-29%	-17%	-19%	-15%	-1%
O=C(CSc1ncccn1)NCCc1ccccc1	1%	3%	-3%	8%	-1%	2%	1%	-4%
CCN(CC)S(=O)(=O)c1ccc2c(c1)c(=O)c(C(=O)N1CCN(c3cc(Cl)ccc3C)CC1)cn2C	·	·	-5%	5%	0%	·	-7%	-2%
COc1ccc(CCNC(=O)C(=O)NCC(c2ccc3c(c2)OCO3)N2CCOCC2)cc1 (centres undefined)	·	·	4%	-19%	-5%	·	-14%	2%
COc1ccc(N2CC(NC(=O)C3CCCCC3)CC2=O)cc1OC (centres undefined)	·	·	-7%	-2%	-7%	·	-5%	-1%
O=C1N(c2ccccc2)C(c2ccc(Cl)cc2)N2CCCN12 (centres undefined)	1%	3%	4%	-1%	5%	-10%	-5%	6%
CCOC(=O)c1ccc(NC(=O)C2CCC(CNc3c(N4CCOCC4)c(=O)c3=O)CC2)cc1 (centres undefined)	·	·	7%	?	·	0%	-5%	-2%
CCOc1ccccc1NC(=O)Cc1ccccc1OC	10%	-16%[11.4 µM]	5%	-2%	-6%	-6%	-3%	-1%
CC(=O)Nc1cccc(C(=O)/C=C/c2cccs2)c1	?	24%	-13%	3%	3%	-2%	-1%	-6%
Cc1cc(C)n2nnnc2c1C#N	12%	2%	-13%	-1%	-9%	1%	11%	-3%
CCOC(=O)Cn1c(=O)oc2cc(S(=O)(=O)N(CCN(C)C)Cc3ccccc3)ccc21	-2%	-1%	-4%	-7%	-16%	11%	-6%	2%
Cc1nc2c(C(=O)NCCC3=CCCCC3)c[nH]n2c(=O)c1Cl	?	-8%	-1%	-15%	?	-4%	-7%	-3%
Cc1cc(C)c2sc(N(CCCN(C)C)C(=O)c3ccc(Br)s3)nc2c1	3%	-23%	-15%	-24%	19%	-11%	5%	0%
CCOC(=O)C(NCc1ccc2c(c1)OCO2)(NC(=O)c1ccccc1)C(F)(F)F (centres undefined)	4%	1%	-6%	-5%	-9%	7%	0%	0%
O=C(Nc1ccc(-n2cnnn2)cc1)C1CCCCC1	-6%	·	-12%	-8%	-21%	-5%	-7%	-1%
Cn1nc(-c2ccccc2)c(CN2CCN(c3ncccn3)CC2)c1Cl	1%	-2%	4%	-6%	-13%	0%	2%	-2%

As a working copy, four of the compounds above:
SMILES	ALDH1A1 inh	L3MBTL1 inh	TRb SRC2 PPI	Tau fluor cs	Tau fibril ThT	GLA spleen mod	Tau FP inhib	TexasRed fluor
Cc1cc(C)c2sc(N(CCCN(C)C)C(=O)c3ccc(Br)s3)nc2c1	3%	-23%	-15%	-24%	19%	-11%	5%	0%
CCOC(=O)C(NCc1ccc2c(c1)OCO2)(NC(=O)c1ccccc1)C(F)(F)F (centres undefined)	4%	1%	-6%	-5%	-9%	7%	0%	0%
O=C(Nc1ccc(-n2cnnn2)cc1)C1CCCCC1	-6%	·	-12%	-8%	-21%	-5%	-7%	-1%
Cn1nc(-c2ccccc2)c(CN2CCN(c3ncccn3)CC2)c1Cl	1%	-2%	4%	-6%	-13%	0%	2%	-2%

Next results:
SMILES	ALDH1A1 inh	L3MBTL1 inh	TRb SRC2 PPI	Tau fluor cs	Tau fibril ThT	GLA spleen mod	Tau FP inhib	TexasRed fluor
[N-]=C=C1C(=O)NC(=O)C([n+]2ccc(-c3ccncc3)cc2)C1c1ccccc1C(F)(F)F (centres undefined)	·	·	6%	4%[0.0958 µM]	·	-2%	5%[0.0958 µM]	-1%
COc1ccc(-c2nc(C#N)c(N3CCN(c4cccc(Cl)c4)CC3)o2)cc1OC	?	·	2%	-18%	?	2%	-2%	-1%
CCOc1ccc(N(CC(=O)OC)S(=O)(=O)c2c(C)noc2C)cc1	2%	-1%	3%	-7%	-8%	3%	0%	0%
COc1ccc(CNC(=O)C2CCN(Cc3nc(-c4ccc(Cl)cc4)oc3C)CC2)cc1	·	·	-3%	-10%	-3%	·	4%	-3%
CCc1ccc(/C=N/Nc2ncnc3nc[nH]c23)cc1	·	·	-10%	?	·	-3%	?	0%
CCC(CC)NC(=O)CO/N=C/c1ccccc1OC(F)F	2%	6%	1%	-2%	-7%	-5%	-4%	-1%
CCCCN(C)CCCNC(=O)CN1C(=O)CSc2ccc(S(=O)(=O)N3CCOCC3)cc21	6%	-15%	-7%&0%	5%&-5%	9%&0%	-4%	0%&0%	-1%&2%
c1cc2c(cc1C1CCCN1)OCCCO2 (centres undefined)	14%	?	-7%	-8%	-8%	-2%	-8%	-5%
Cn1cc(Cl)c(C(=O)OCC(=O)Nc2nc(-c3ccc(Br)cc3)cs2)n1	14%	3%	-1%	?	?	7%	-12%	-2%
CCC(C)(C(=O)NC1CCCCC1)N(C(=O)CNC(=O)c1ccccc1)c1c(C)n(C)n(-c2ccccc2)c1=O (centres undefined)	0%	·	1%	0%	-4%	3%	6%	-2%
CCOC(=O)c1sc(NC(=O)C(C)Sc2nc(N)cc(=O)[nH]2)nc1C (centres undefined)	-2%	9%	1%	2%	-3%	-1%	?	-1%
Clc1ccc(-c2nc(NCCCN3CCOCC3)c3ccccc3n2)cc1	·	-13%	-2%	?	?	6%	?	-2%
COc1ccccc1C(=O)NCC(=O)NC1CCCc2ccccc21 (centres undefined)	?	6%	-4%	-14%	-12%	5%	-5%	-2%
Cc1ccc2oc(=O)c3cnn(CC(=O)N4CCN(c5ccccc5)CC4)c3c2c1	6%	·	1%&0%	-22%&-14%	?	12%	5%&11%	-3%&-2%
Cc1ccc(C(=O)NCc2ccccn2)cc1Cl	-2%	-3%	-4%	-5%	-4%	-4%	3%	-5%
CCOCCCNC(=O)CCNC(=O)c1cc(OC)c(OC)c(OC)c1	0%	-2%	-18%	-10%	-9%	4%	-6%	0%
COC(=O)c1c(NC(=S)Nc2ccc(CC(=O)O)cc2)sc(C)c1C	25µM*	-5%	1%	-10%	?	6%	-12%	1%
CCCCNc1nc2c(S(=O)(=O)c3ccc(Br)cc3)nnn2c2ccsc12	·	·	-3%	-14%	11%	·	-18%	-2%
COc1cc(OC)cc(-c2cc3nc(C)c(CCC(=O)NCc4ccc(Cl)cc4)c(C)n3n2)c1	·	·	-10%	-24%	?	·	-11%	1%
COC(=O)[C@H](C)NC(=O)NCCC1=CCCCC1	·	-13%	-5%	14%	8%	8%	0%	-1%
COc1ccc(-c2noc(CNC(=O)c3cc(OC)c(OC)c(OC)c3)n2)cc1	·	·	3%	5%	6%	·	-11%	-1%
COc1cccc(C(O)c2cnc(C(C)C)n2C)c1 (centres undefined)	·	1%	4%	-7%	-5%	1%	4%	1%
O=C(Nc1sc2c(c1C(=O)O)CCCCC2)c1cccs1	?	-6%	-8%	-30%	?	1%	-1%	-3%
COc1ccc2c(c1)O[C@H](c1ccc3c(c1)OCO3)[C@@H](OC(=O)NS(=O)(=O)c1ccc(C)cc1)C2=O	?	·	5%	2%	-4%	4%	11%	-4%
COc1ccc(CN(C(=O)CSc2nnc(-c3ccc(OC)c(OC)c3)o2)c2ccc(F)cc2)cc1	-6%	?	0%	-17%	-3%	10%	?	-7%
CC1CC(C)CN(C(=O)C(C)N(C)CC(=O)Nc2ccccc2Cl)C1 (centres undefined)	?	·	4%	-10%	-15%	5%	-2%	-3%
CCC(=O)Nc1ccc(-c2cc3ccccc3oc2=O)cc1	?	13%	-1%	-5%	-9%	3%	9%	-2%
